High-throughput results deposited in PubChem by NCI.
All columns: NCI-60 one-dose screen, growth in % after 48 h at 10 µM unless noted; 100 = growth as untreated, 0 = no growth, -100 = all killed.
A549/ATCC = A549/ATCC NSCLC; 81,000 tested, 3.7% active
EKVX = EKVX NSCLC; 71,000 tested, 3% active
UACC-62 = UACC-62 melanoma; 81,000 tested, 5.4% active
SK-MEL-2 = SK-MEL-2 melanoma | 77,000 tested, 4.7% active | AID 1794763
M14 = M14 melanoma | 80,000 tested, 6.2% active | AID 1794745
SK-MEL-5 = SK-MEL-5 melanoma. AID 1794755. 80,000 tested, 6.4% active
UACC-257 = UACC-257 melanoma; 78,000 tested, 4.4% active
MALME-3M = MALME-3M melanoma | 78,000 tested, 5.8% active | AID 1794766
Numbers without * were called inactive; / = no result given; & = joins results of further samples. The calls were made as follows: active = growth percent below 10; inactive = the rest.

Field names: A = A549/ATCC; B = EKVX; C = UACC-62; D = SK-MEL-2; E = M14; F = SK-MEL-5; G = UACC-257; H = MALME-3M
O=C(N/N=C\c1ccc(O)cc1)c1ccc2nc(-c3ccc([N+](=O)[O-])cc3)[nH]c2c1
  A = 98	B = 99	C = 93	D = 112	E = 105	F = 96	G = 100	H = 96

O=C(Oc1cccnc1)c1ccsc1Nc1ccnc(C(F)(F)F)c1
  A = 98	B = 110	C = 92	D = 73	E = 82	F = /	G = 76	H = 85

CCN(CC)c1ccc(C=O)c(OCc2cn(CC(=O)Nc3ccc(F)cc3)nn2)c1
  A = 104	B = 96	C = 78	D = 122	E = 107	F = 95	G = 111	H = 106

O=CC(=O)C(C(=O)O)[N+](=O)[O-] (stereo unspecified)
  A = 105	B = 101	C = 100	D = 114	E = 94	F = 108	G = 100	H = 80

Cc1ccc(-c2noc(C)n2)cc1
  A = 94	B = /	C = 105	D = 120	E = 110	F = 100	G = 93	H = 108

Nc1c(C(=O)Nc2ccccc2)sc2nc3c(cc12)CCCC3
  A = 22	B = /	C = 48	D = 52	E = 23	F = 32	G = 59	H = 52

O=c1cc(-c2ccccc2)[nH]c(-c2ccccc2)c1
  A = 99	B = 87	C = 85	D = 89	E = 100	F = 100	G = 91	H = 84

CC(C)(C)c1ccc(OCc2nc3ccccc3n2-c2cccc(NS(C)(=O)=O)c2)cc1
  A = 115&109	B = 87&83	C = 98&77	D = 113&86	E = 103&111	F = 105&73	G = 114&110	H = 104&94

COC(=O)Nc1ccccc1
  A = 93	B = 103	C = 106	D = 112	E = 108	F = 102	G = 104	H = 113

O=C(CN1CCN(c2cc(=O)n(-c3ccccc3)c3ccccc23)CC1)N(c1ccccc1)c1ccccc1
  A = 82	B = 85	C = 72	D = 78	E = 89	F = 72	G = 87	H = /

CCc1onc(-c2ccc(OC)cc2)c1-c1ccccc1OCCN(CC)CC
  A = 101	B = 85	C = 98	D = 95	E = 76	F = 81	G = 111	H = 98

C#CCNC(=O)[C@]12CCC(C)(C)C[C@@H]1C1=CC[C@@H]3[C@@]4(C)Cc5c([nH]c6ccccc56)C(C)(C)[C@@H]4CC[C@@]3(C)[C@]1(C)CC2
  A = 80	B = 87	C = 88	D = 84	E = 94	F = 97	G = 90	H = 107

O=[N+]([O-])c1ccc(NS(=O)(=O)c2ccccc2)c(Cl)c1
  A = 93	B = 109	C = 75	D = 106	E = 104	F = /	G = 94	H = 92

Clc1ccccc1C=NCCN=Cc1ccccc1Cl
  A = 75	B = 107	C = 83	D = 82	E = 95	F = 99	G = 90	H = 87

CCCCCCCCCCCCCCCCCCOc1ccc(CC(=O)OCC[N+]2(C)CCCCC2)cc1
  A = 89	B = 98	C = 89	D = 104	E = 100	F = 100	G = 96	H = 99

O=c1c2cnn(-c3ccccc3)c2nc2n1N=C1c3ccccc3CN1N2
  A = 99	B = 104	C = 103	D = 126	E = 108	F = 103	G = 111	H = 108

CCOC(=O)c1c(C)c[nH]c1Cc1[nH]cc(C)c1C(=O)OCC
  A = 82	B = 90	C = 89	D = 95	E = 94	F = 95	G = 87	H = 94

COc1cc2nc(Cl)nc(N3CCN(S(=O)(=O)c4ccc(C)cc4)CC3)c2cc1OC
  A = 102	B = 95	C = 82	D = 85	E = 114	F = 87	G = 107	H = 107

Cn1c(=O)c2c(nc(Nc3ccc(F)cc3)n2CC(=O)Nc2ccc(S(N)(=O)=O)cc2)n(C)c1=O
  A = 104	B = 88	C = 95	D = 106	E = 98	F = 99	G = 103	H = 92

O=C(O)c1ccc(COc2ccc([N+](=O)[O-])cc2Cl)cc1
  A = 105	B = 107	C = 97	D = 105	E = 100	F = 83	G = 100	H = 98

CC(=O)NC1C(O[C@H]2C[C@H]3[C@@H]4CC=C5C[C@@H](O)CC[C@]5(C)[C@H]4CC[C@]3(C)[C@H]2[C@H](C)C(=O)CCC(C)C)OCC(O)C1O (stereo partly specified)
  A = 53	B = 46	C = -20*	D = -16*	E = -22*	F = 25	G = -15*	H = 35

CCN1CCCC(Sc2nc3c([nH]2)c(=S)n(C)c(=O)n3C)C1 (stereo unspecified)
  A = 98	B = 99	C = 98	D = 93	E = 103	F = 100	G = 90	H = 99

c1ccc2c(c1)ccc[n+]2CCCCC[n+]1cccc2ccccc21
  A = 76	B = 99	C = 95	D = 90	E = 94	F = 94	G = 99	H = 105

COc1ccc(OC)c(-c2cc(-c3ccccc3)c(C#N)c(SCc3ccccc3)n2)c1
  A = 83	B = 79	C = 76	D = 91	E = 90	F = 78	G = 94	H = 81

CC(=O)C1C(=O)C(=O)N(c2cccc([N+](=O)[O-])c2)C1=O (stereo unspecified)
  A = 109	B = 108	C = 100	D = 114	E = 104	F = 107	G = 97	H = 124

CN(C)CC(CN(C)C)C(O)c1ccccc1 (stereo unspecified)
  A = 91	B = 96	C = 106	D = 94	E = 96	F = 106	G = 102	H = 105

Fc1cc2c(cc1Cl)N(c1ncnc3ccc(-c4ccc5n[nH]nc5c4)cc13)CC2
  A = 78	B = 53	C = 79	D = 89	E = 95	F = 91	G = 96	H = 89

CC(O)C(N)=O (stereo unspecified)
  A = 109	B = 100	C = 107	D = 111	E = 98	F = 101	G = 112	H = 105

CN1C(=C2C(=O)OC(C)(C)OC2=O)CCC1C(=O)NCc1ccc(Cl)cc1Cl (stereo unspecified)
  A = 79	B = 97	C = 87	D = 92	E = 98	F = 92	G = 87	H = 102

O=C1/C(=C/c2cccc(Cl)c2)Cc2ccccc21
  A = 82	B = /	C = 94	D = /	E = 114	F = 98	G = /	H = 100

2 neighbouring compounds already listed, quoted:
Field names: A = A549/ATCC; B = EKVX; C = UACC-62; D = SK-MEL-2; E = M14; F = SK-MEL-5; G = UACC-257; H = MALME-3M
O=C(N/N=C\c1ccc(O)cc1)c1ccc2nc(-c3ccc([N+](=O)[O-])cc3)[nH]c2c1
  A = 98	B = 99	C = 93	D = 112	E = 105	F = 96	G = 100	H = 96

O=C(Oc1cccnc1)c1ccsc1Nc1ccnc(C(F)(F)F)c1
  A = 98	B = 110	C = 92	D = 73	E = 82	F = /	G = 76	H = 85

Single values from the entries so far.
O=C1/C(=C/c2cccc(Cl)c2)Cc2ccccc21 in M14 is listed with 114
O=c1c2cnn(-c3ccccc3)c2nc2n1N=C1c3ccccc3CN1N2 in A549/ATCC is listed with 99

Back to the main list; the 3 compounds before the break are reprinted first.
Field names: A = A549/ATCC; B = EKVX; C = UACC-62; D = SK-MEL-2; E = M14; F = SK-MEL-5; G = UACC-257; H = MALME-3M
CC(O)C(N)=O (stereo unspecified)
  A = 109	B = 100	C = 107	D = 111	E = 98	F = 101	G = 112	H = 105

CN1C(=C2C(=O)OC(C)(C)OC2=O)CCC1C(=O)NCc1ccc(Cl)cc1Cl (stereo unspecified)
  A = 79	B = 97	C = 87	D = 92	E = 98	F = 92	G = 87	H = 102

O=C1/C(=C/c2cccc(Cl)c2)Cc2ccccc21
  A = 82	B = /	C = 94	D = /	E = 114	F = 98	G = /	H = 100

O=C1c2ccccc2Cc2cc(O)ccc21
  A = 97	B = 102	C = 104	D = 98	E = 111	F = 103	G = 102	H = 108

CC(=O)c1nc(Nc2ccc(C)cc2)sc1C
  A = 97	B = 74	C = 99	D = 102	E = 97	F = 99	G = 92	H = 113

C#CCn1c(-c2ccc(OC)c(OC3CCCC3)c2)nc(-c2ccccc2)c1-c1ccccc1
  A = 58	B = /	C = 78	D = 68	E = 85	F = 74	G = 88	H = 96

CC1CN(Cc2ccco2)C(=O)NC1=O (stereo unspecified)
  A = 101	B = 92	C = 102	D = 95	E = 89	F = 95	G = /	H = 97

c1ccc(Nc2ccc(-c3ccc(Nc4ccccc4)cc3)cc2)cc1
  A = 108	B = 108	C = 91	D = 97	E = /	F = 109	G = 108	H = 123

Cc1nn(-c2ccccc2)c(N(C)Cc2ccccc2)c1C1CC(c2ccc(F)cc2)=NN1c1cc(Cl)cc(Cl)c1 (stereo unspecified)
  A = 93	B = 104	C = 94	D = /	E = 101	F = 103	G = 102	H = 103

OC(C#Cc1ccccc1)c1ccccc1 (stereo unspecified)
  A = /	B = /	C = 105	D = 87	E = 105	F = 97	G = /	H = 115
